Neddyl block: inhibitors of cullin neddylation, primary screen, biochemical, TR-FRET, uHTS, NAE and Ubc12; calls only at 25 µM; AID 651699, 2012; NEDD8-conjugating enzyme Ubc12 (Homo sapiens) + NEDD8-activating enzyme E1 regulatory …; hit rate 0.58% among 360,000; in the data active = inhibition above about 36%
SUMO1 PPI mod: modulators of SUMO1 protein-protein interactions, primary screen, biochemical, uHTS | Small ubiquitin-related modifier 1 (Homo sapiens), P63165 | SUMO1 binding to a labelled peptide, TR-FRET, 1 h | inhibition, % at 20 µM | hit rate 0.33% among 360,000 | AID 602429, 2012; in the data active = inhibition above about 37%
Target sequence (P63165 whole entry, looked up): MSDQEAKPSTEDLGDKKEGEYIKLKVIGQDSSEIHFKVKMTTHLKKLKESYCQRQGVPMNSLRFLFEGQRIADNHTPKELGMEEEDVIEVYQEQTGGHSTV
STEP inh: STEP phosphatase inhibitors, primary screen, biochemical, fluorescence intensity, uHTS; recombinant STEP, OMFP fluorogenic substrate; inhibition, % at 20 µM; hit rate 0.25% among 360,000; Tyrosine-protein phosphatase non-receptor type 5 (Homo sapiens), P54829;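 active = inhibition at 20 µM, scaled per plate between control wells, above about 37%, limit read from the data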;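 also: 0% = DMSO with enzyme and substrate and 100% = substrate only without enzyme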
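Material: STEP (striatal-enriched tyrosine phosphatase) enzyme, cell-free; Compound dosing: 20 µM single dose in 1% DMSO; Technique: fluorescence read at 480 nm ex / 540 nm em; Times: reaction 20 min, ambient temperature; Medium: 50 mM Bis-Tris pH 6.0 with 2.5 mM DTT and 0.005% Tween 20; Also added: OMFP at 25 µM.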
Scp1 inh: Scp-1 phosphatase inhibitors, primary screen, biochemical, colorimetric, uHTS. inhibition, % at 20 µM. Recombinant Scp1, phosphopeptide, malachite green phosphate absorbance. hit rate 0.88% among 340,000;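 active = inhibition above about 50% at 20 µM, limit read from the data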;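 also: plate controls were DMSO wells with enzyme for no effect and wells lacking enzyme for full effect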
Target sequence (Q9GZU7 76-261 limits assumed): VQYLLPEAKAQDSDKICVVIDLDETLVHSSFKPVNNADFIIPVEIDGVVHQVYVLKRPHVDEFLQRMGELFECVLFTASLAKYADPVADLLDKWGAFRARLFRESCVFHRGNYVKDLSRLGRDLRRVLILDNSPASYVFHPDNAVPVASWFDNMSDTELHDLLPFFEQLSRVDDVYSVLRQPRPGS
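Test system: SCP-1 catalytic domain; Buffer or medium: Acidic Tris acetate buffer with magnesium and detergent; Also added: Phosphorylated 17-residue peptide substrate; Compound: single 20 µM dose, 1% DMSO; Schedule: enzyme reaction 45 min at room temperature, colour 5 min, stabilisation 30 min; Signal: Phosphate-binding colour reagent, absorbance read at 630 nm.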
DNMT1 block: human DNMT1 methyltransferase inhibitors, primary screen, biochemical, molecular beacon, fluorescence, HinP1I cleavage, uHTS. hit rate 0.83% among 360,000. inhibition (reported as % activation of signal), % at 10 µM. DNA (cytosine-5)-methyltransferase 1 (Homo sapiens), P26358; in the data active = inhibition above about 50%
LMPTP inh: LMPTP phosphatase inhibitors, primary screen, biochemical, fluorescence intensity, uHTS | Low molecular weight phosphotyrosine protein phosphatase (Homo sapiens), P24666 | recombinant LMPTP-A, OMFP fluorogenic substrate | inhibition, % at 20 µM | hit rate 0.22% among 360,000;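 active = compounds that cut the enzyme signal by at least half of the control window in the single-dose screen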;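 also: plate controls were DMSO wells with enzyme plus substrate for no effect and substrate without enzyme for full effect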
Target sequence (P24666 whole entry, looked up): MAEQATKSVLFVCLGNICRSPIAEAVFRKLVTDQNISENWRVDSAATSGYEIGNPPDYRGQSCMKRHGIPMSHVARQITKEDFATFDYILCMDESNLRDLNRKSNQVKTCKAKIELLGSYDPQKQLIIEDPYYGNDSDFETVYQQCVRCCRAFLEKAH
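test system = LMPTP-A | amount = 0.625 nM LMPTP-A final | reagent = fluorogenic phosphatase substrate OMFP at 400 µM final | incubation = 50 min at room temperature | benchmarks = no-enzyme low control, uninhibited high control | medium = Bis-Tris pH 6.0, DTT, detergent | signal = fluorescence intensity of OMFP turnover product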
Rin1 Abl inh: inhibitors of Rin1-Abl protein binding, primary screen, biochemical, TR-FRET | Tyrosine-protein kinase ABL1 (Homo sapiens) + Ras and Rab interactor 1 (Homo sapiens), … | hit rate 0.4% among 360,000 | inhibition, % at 7.35 µM; in the data active = inhibition above about 5%, passing the limit was not always enough
NadD inh: inhibitors of S. aureus NadD, primary screen, biochemical, colorimetric, uHTS; purified NadD enzyme, colorimetric absorbance read-out; hit rate 0.78% among 360,000; inhibition, % at 20 µM; Nicotinate-nucleotide adenylyltransferase NadD (Staphylococcus aureus N315); in the data active = inhibition above about 26%; also: some compounds past the cut are filed as inactive
CSN inh: inhibitors of CSN-mediated cullin deneddylation, primary screen, biochemical, fluorescence polarization, uHTS; COP9 signalosome complex subunit 5 (Homo sapiens), Q92905; Purified CSN, SCF-Nedd8-OG deneddylation; inhibition, % at 12.5 µM; hit rate 0.38% among 360,000;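 active = pattern-corrected inhibition above about 35%, with an unprinted fluorescence ratio check between 0.5 and 1.5, limit read from the data, passing the limit was not always enough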;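 also: 0% = enzyme with substrate and 100% = substrate without enzyme; some results filed as inactive read as strong as hits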
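Material: human Csn5 produced in HEK293T cells; Input: enzyme 0.24 nM; Reagent: SCFSkp2-Nedd8OG substrate at 10 nM final; Dosing: 12.5 µM compound; Incubation: 90 min reaction at room temperature; Detection: fluorescence polarization of the substrate; Evaluation: % inhibition of substrate cleavage by Csn5; Control set: substrate-only high control, full reaction low control.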
Rpn11 block: Rpn11 (PSMD14) deubiquitinase inhibitors, primary screen, biochemical, fluorescence polarization, uHTS | hit rate 0.59% among 360,000 | calls only at 20 µM | human 26S proteasome, Ub4-pepOG fluorescence polarization; 20S core pre-blocked with epoxomicin;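 active = inhibition at 20 µM, scaled to each plate's controls, above about 33%, limit read from the data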
Target sequence (O00487 whole entry, looked up): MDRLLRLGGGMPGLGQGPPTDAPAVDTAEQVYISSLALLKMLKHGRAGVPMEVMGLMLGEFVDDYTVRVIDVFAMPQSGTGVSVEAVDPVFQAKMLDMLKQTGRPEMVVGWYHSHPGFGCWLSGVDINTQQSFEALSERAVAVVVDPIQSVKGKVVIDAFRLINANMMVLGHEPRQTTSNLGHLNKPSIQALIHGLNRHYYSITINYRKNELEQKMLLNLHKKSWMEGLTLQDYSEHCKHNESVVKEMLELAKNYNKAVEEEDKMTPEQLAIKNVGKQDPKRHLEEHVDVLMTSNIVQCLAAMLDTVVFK
* hit, by the source's call; i = inactive; · = no result given; + = active, no number.

item	molecule	Neddyl block	SUMO1 PPI mod	STEP inh	Scp1 inh	DNMT1 block	LMPTP inh	Rin1 Abl inh	NadD inh	CSN inh	Rpn11 block
1	O=C(C1=C[C@H](c2ccccc2)C[C@H](OCc2ccc(CO)cc2)O1)N1CCN(Cc2ccc3c(c2)OCO3)CC1	i	5	2	3	-22	1.7	5	0	-1	i
2	CCN1C(=O)/C(=C\c2ccncc2)SC1=Nc1ccc(C)c(C)c1	i	-22	3	-2	-1	3.6	2	8	1	i
3	COc1ccc2c(c1OC)C(=O)N1N=C(c3ccc(Br)cc3)CC21 (stereo not drawn)	i	-21	1	-13	-3	-0.3	-1	1	-2	i
4	CCOc1ccc(NS(=O)(=O)c2ccc(C(=O)NCC3(N4CCCCC4)CCCCC3)cc2)cc1	i	-1	-1	3	-1	1.6	-4	-1	-2	i
5	COc1cc(OC)c2c(C)c(Cl)c(=O)oc2c1	i	-2	-1	-5	7	0.9	-1	3	1	i
6	Cc1ccc(/C=N/NC(=O)CN(Cc2ccccc2)S(=O)(=O)c2ccc3c(c2)OCCO3)cc1	i	7	-1	1	-10	3.3	0	7	-1	i
7	C=CCNC(=O)COc1ccc(S(=O)(=O)Nc2ccc(OCC)cc2)cc1	i	3	-3	1	-6	-0.4	-3	-4	0	i
8	COC(=O)c1ccccc1NC(=O)/C=N/O	i	2	-5	-6	0	-2.3	1	-7	0	i
9	Fc1ccccc1Cc1ccc(Cl)nn1	i	6	2	-3	2	-0.8	-2	0	-1	i
10	CCOC(=O)C(N)CSC1CC(=O)N(c2ccc(OC)cc2)C1=O (stereo not drawn)	i	1	0	-2	3	-1.0	-1	6	-1	i
11	COc1ccc(Nc2ncc3c(n2)CC(c2ccc(C)cc2)CC3=O)cc1 (stereo not drawn)	·	-1	-14	2	1	-0.7	2	8	-2	i
12	COc1ccc(-c2sc3cc(OC)c(OC)cc3c2C#CCO)cc1	i	-3	-1	7	-8	3.7	-1	2	4	i

Ordered by count of non-hydrogen atoms (lowest first): nine of the compounds above.
item	molecule	Neddyl block	SUMO1 PPI mod	STEP inh	Scp1 inh	DNMT1 block	LMPTP inh	Rin1 Abl inh	NadD inh	CSN inh	Rpn11 block
9	Fc1ccccc1Cc1ccc(Cl)nn1	i	6	2	-3	2	-0.8	-2	0	-1	i
8	COC(=O)c1ccccc1NC(=O)/C=N/O	i	2	-5	-6	0	-2.3	1	-7	0	i
5	COc1cc(OC)c2c(C)c(Cl)c(=O)oc2c1	i	-2	-1	-5	7	0.9	-1	3	1	i
10	CCOC(=O)C(N)CSC1CC(=O)N(c2ccc(OC)cc2)C1=O (stereo not drawn)	i	1	0	-2	3	-1.0	-1	6	-1	i
12	COc1ccc(-c2sc3cc(OC)c(OC)cc3c2C#CCO)cc1	i	-3	-1	7	-8	3.7	-1	2	4	i
11	COc1ccc(Nc2ncc3c(n2)CC(c2ccc(C)cc2)CC3=O)cc1 (stereo not drawn)	·	-1	-14	2	1	-0.7	2	8	-2	i
6	Cc1ccc(/C=N/NC(=O)CN(Cc2ccccc2)S(=O)(=O)c2ccc3c(c2)OCCO3)cc1	i	7	-1	1	-10	3.3	0	7	-1	i
4	CCOc1ccc(NS(=O)(=O)c2ccc(C(=O)NCC3(N4CCCCC4)CCCCC3)cc2)cc1	i	-1	-1	3	-1	1.6	-4	-1	-2	i
1	O=C(C1=C[C@H](c2ccccc2)C[C@H](OCc2ccc(CO)cc2)O1)N1CCN(Cc2ccc3c(c2)OCO3)CC1	i	5	2	3	-22	1.7	5	0	-1	i

Further records.
item	molecule	Neddyl block	SUMO1 PPI mod	STEP inh	Scp1 inh	DNMT1 block	LMPTP inh	Rin1 Abl inh	NadD inh	CSN inh	Rpn11 block
13	Cc1ccc(/C=N/Nc2ccc(C(=O)O)cc2)o1	i	-8	-1	-7	1	0.2	5	0	2	i
14	CCc1ccc(-c2cc(C)no2)cc1S(=O)(=O)Nc1ccccn1	i	0	-3	-2	-1	0.1	1	3	-6	i
15	C=CCOc1nc2c(c(=O)n(C)c(=O)n2C)n1Cc1ccc(Cl)cc1Cl	i	4	2	2	-1	1.0	5	2	2	i
16	CC1(C)Cc2ccccc2-c2[nH]c(=S)[nH]c(=O)c21	i	-2	2	0	0	-3.7	-71	-1	-2	i
17	COc1ccc(C2NC(=O)c3ccccc3N2)cc1OC (stereo not drawn)	·	-2	-1	-8	-4	-0.4	-3	4	2	i
18	COc1ccc(-n2nc(C(=O)NCC(=O)NCCCN3CC(C)CC(C)C3)c3ccccc3c2=O)cc1OC (stereo not drawn)	i	-6	3	-6	0	-0.2	0	-7	-2	i
19	O=C(COc1ccc([N+](=O)[O-])cc1)Nc1ccc(CN2CCOCC2)cc1	i	-13	2	-1	12	-0.2	1	-4	-6	i
20	COc1ccc(CNc2nccs2)cc1OC	i	-1	-3	-5	1	1.5	3	-4	-1	i
21	CCCCn1c(N)c(N(CC(C)C)C(=O)CCNC(=O)c2ccc(Cl)cc2)c(=O)[nH]c1=O	i	-1	1	-7	1	-0.9	3	0	0	i
22	O=C(c1cccc(S(=O)(=O)N2CCN(c3ccc(F)cc3)CC2)c1)N1CCCC(C(F)(F)F)C1 (stereo not drawn)	i	-6	0	2	5	1.3	-4	0	-2	i
23	C=CCNC(=O)COC(=O)c1ccc(Cl)c(S(N)(=O)=O)c1	i	2	0	2	5	-0.7	2	-3	5	i
24	CC(C(=O)OCC(=O)Nc1ccc(S(=O)(=O)N2CCCCC2)cc1)N1C(=O)c2ccccc2C1=O (stereo not drawn)	i	-4	-5	11	-5	2.0	1	-7	6	i
25	Cc1ccc2cc3c(NS(=O)(=O)c4cccc5nonc45)nn(CC(C)C)c3nc2c1	i	-17	-1	-6	0	0.5	-3	2	1	i
26	COc1cc2c(cc1OC)C(C(=O)NCc1ccco1)C(c1cccs1)N(C)C2=O (stereo not drawn)	i	2	0	-2	0	0.5	-4	-1	-1	i
27	NS(=O)(=O)c1ccc(NS(=O)(=O)c2ccc(NC(=O)c3ccc(-c4ccccc4)cc3)cc2)cc1	i	8	13	29	23	38	-6	17	29	+
28	CCCC12CN(C(=O)c3ccc(OC)cc3)CC(C)(CN(C(=O)c3ccc(OC)cc3)C1)C2=O	i	1	-7	-7	4	0.0	2	-3	-2	i
29	O=S(=O)(NC1CCCCC1N1CCN(c2ccc(F)cc2)CC1)c1ccc(Cl)cc1 (stereo not drawn)	i	5	1	16	-1	0.8	3	4	2	i
30	Cc1ccccc1NC(C)C(=O)N/N=C/c1c[nH]c2ccccc12 (stereo not drawn)	i	-1	-1	-2	2	0.0	3	-12	-7	i
31	O=C(Nc1ccccc1N1CCOCC1)c1ccc([N+](=O)[O-])cc1	i	-28	2	-3	-1	-1.3	3	8	1	i
32	c1cnc2cc(-c3ccsc3)ncc2c1	+	-18	2	-5	6	-0.7	-2	-1	-1	i
33	COc1ccc(S(=O)(=O)Nc2cc3c4c(c2)CCN4C(=O)CC3)cc1OC	i	2	2	-5	1	0.6	3	0	1	i
34	C/C(=N\NC(=O)c1cccc(S(=O)(=O)Nc2ccccc2Cl)c1)c1ccco1	i	29	0	-5	-3	-0.9	2	-1	-1	i
35	CCN(C[C@H]1N[C@@](C)(C(=O)OC)[C@H]2C(=O)N(C)C(=O)[C@@H]12)C(=O)COc1ccccc1	i	2	3	1	6	-2.5	0	2	-1	i
36	CCC(C)N=C1CC(C)(C)CC(=O)/C1=C(/O)Cc1ccccc1 (stereo not drawn)	i	-1	0	-7	0	-0.6	5	2	-3	i
37	Cc1ccc(/C(O)=C2\C(=O)C(=O)N(c3cc(C)on3)C2c2cccc(Br)c2)cc1 (stereo not drawn)	i	-5	6	-10	4	0.8	-1	18	-3	i
38	O=C1OCc2cc(NC(=O)C34CC5CC(CC(C5)C3)C4)ccc21	i	-2	-2	5	-4	-0.3	1	0	8	i
39	Cc1ccc(C2CC(=O)NC(SCCC(C)C)=C2C#N)cc1 (stereo not drawn)	i	9	-2	-9	-1	0.0	-1	-7	-5	i
40	CC(C)CCN1CC(C(=O)NCCC2=CCCCC2)CC1=O (stereo not drawn)	i	3	-2	0	3	-0.6	2	1	2	i
41	FC(F)(F)c1ccc2c3n(nc2c1)CCN=C3c1ccc(Cl)cc1	i	-13	3	-8	-10	-0.6	4	2	3	i
42	COC(=O)c1ccc(CC(=O)c2nc3ccccc3s2)cc1	i	-10	12	-13	-8	1.4	0	-1	4	i
43	COc1ccc(CNC(=O)c2ccncc2)cc1	i	3	2	-8	3	-1.8	-3	-7	4	i
44	CCN(CC)C(=O)Cn1nnc(-c2ccc(C)o2)n1	i	-1	-2	-2	4	-0.5	1	7	-1	i
45	CCOC(=O)N1CCN(c2nc(-c3ccc(F)cc3)cs2)CC1	i	-2	-2	0	-2	1.6	0	-8	-4	i
46	Cc1cc(NC(=O)Nc2cc(F)ccc2C)n(C)n1	i	7	-4	-6	-4	-0.8	3	-4	0	i
47	O=C(CSc1nccn1Cc1ccc(F)cc1)NC1CCCCC1	i	3	2	·	0	-1.6	3	2	2	i
48	COC(=O)c1cnn(-c2cc(Oc3ccccc3)ncn2)c1N	i	-2	-2	4	4	-0.3	-3	-7	1	i
